Screens deposited in PubChem BioAssay by Emory University Molecular Libraries Screening Center.
14-3-3g Raf – 14-3-3 gamma protein interaction modulation | P61981 | FP, 14-3-3gamma / TMR-pS259-Raf peptide binding | inhibition, % at 40 µM | actives 0.19% (n = 160,000); in the data active = inhibition above about 30%;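 also: 0% = protein plus tracer without compound and 100% = blank with tracer alone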
Target sequence (P61981 whole entry, looked up): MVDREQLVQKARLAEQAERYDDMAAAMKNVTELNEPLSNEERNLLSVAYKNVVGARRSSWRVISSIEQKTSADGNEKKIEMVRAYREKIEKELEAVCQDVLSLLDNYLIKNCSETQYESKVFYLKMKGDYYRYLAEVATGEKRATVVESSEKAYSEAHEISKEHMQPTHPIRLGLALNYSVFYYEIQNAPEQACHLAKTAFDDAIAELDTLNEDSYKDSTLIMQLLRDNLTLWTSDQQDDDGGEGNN
An asterisk follows results filed as active; & = joins results of further samples.

SMILES	14-3-3g Raf
Cn1c2ccccc2c2c(C(=O)N3CCC4(CC3)OCCO4)cn(C3CCCC3)c(=O)c21	-3
COc1ccc(NC2=NCC(C)S2)cc1 (centres undefined)	3
COc1cc2c(cc1OC)C1c3cc([N+](=O)[O-])ccc3Oc3cc(C#N)c(C#N)cc3N1CC2 (centres undefined)	-1
CNP1(NC)=NC(C(F)(F)F)=NC(C(F)(F)F)=N1	3
OCCNCCCCc1c[nH]c2ccccc12	2
COc1cc(NC(=O)CN2C(=O)CN=C(c3ccccc3)c3ccccc32)cc(OC)c1	0
Cc1cc(OCC(=O)N(C)C)c2c3c(c(=O)oc2c1)CCCC3	-6
Cc1ccc(-n2c(C=Cc3ccccc3O)nc3ccccc3c2=O)cc1	6
NC(=O)C1(N2CCCCC2)CCN(CC(=O)Nc2ccc(Cl)cc2C(=O)c2ccccc2)CC1	-9
O=C(COc1ccc(Cl)cc1)NC1CN2CCC1CC2 (centres undefined)	6
CCOP(=S)(OCC)SCOC(=O)NCC(=O)OC	-4
CCCCSP1(=S)NCCCN1	1
CCOC(=O)C(O)(c1ccc(N(CC)S(=O)(=O)c2ccccc2)cc1)C(F)(F)F (centres undefined)	4
Nc1ccc(C2(c3ccc(N)cc3)c3ccccc3-c3ccccc32)cc1	-2
O=c1c2ccccc2[nH]c(=S)n1-c1ccc2c(c1)CCC2	-3
C=CCC1C(=O)NC(=S)NC1=O	-3
O=S(=O)(c1ccc(O)cc1)c1ccc(O)cc1	-6
O=C(Cc1ccc(Cl)c(Cl)c1)N1CCCCC1CN1CCCC1 (centres undefined)	0
CC(=NCCN1CCCCC1)c1c(O)[nH]c(=O)[nH]c1=O	-3
Cc1cccc(CN(C)C)c1OC(=O)N(C)C	-9
COc1ccc(CN2CCN(c3ccccc3F)CC2)c(OC)c1	2
COc1cccc(CN2CCN(C(=O)COc3ccc4ccccc4c3)CC2)c1	-4
COc1ccc(NC(=O)C2c3cc(OC)c(OC)cc3C(=O)N3CCCCC23)cc1OC (centres undefined)	1
CN1CCc2cc(O)cc3c2[C@H]1Cc1ccc(O)c(O)c1-3	-9
NCCCP(=O)(O)O	-5
(more compounds)
SMILES	14-3-3g Raf
CCOC(=O)C1C2NC(=S)N(c3ccc(C)cc3)C1(C)Oc1c(OC)cccc12 (centres undefined)	-6
Cc1cc(N2C(=O)C3CCCN3C2c2ccc(Cl)c(Cl)c2)no1 (centres undefined)	-2
CCC1(C(=O)c2ccc(F)cc2)C2c3cc(Br)ccc3OC(=O)C21C(=O)OC (centres undefined)	1
c1ccc(C2NCc3ccccc3-n3cccc32)cc1 (centres undefined)	-3
O=C(O)c1cc[c]([Hg][Cl])cc1	-8
c1ccc2c(CNC3CCCCCC3)c[nH]c2c1	-5
CCN1CCN(c2ncnc3ccc(C)cc23)CC1	13
O=c1[nH]c(O)c(C=NC2CCN(Cc3ccccc3)CC2)c(=O)[nH]1	8
COc1ccc(-n2c(SC)nc3ccccc3c2=O)cc1	-4
CCN(C(=O)CN1C(=O)C(C)N=C(c2ccccc2)c2cc(Cl)ccc21)c1cccc(C)c1 (centres undefined)	-7
CCCCNC(=O)CN1C(=O)C(CC(C)C)N=C(c2ccccc2)c2ccccc21 (centres undefined)	1
Cc1ccc(-n2c(C=Cc3ccc([N+](=O)[O-])cc3)nc3ccccc3c2=O)c(C)c1	-2
Cc1ccc(C(=O)C2CN3CCC2CC3)cc1 (centres undefined)	4
CC1(C(=O)O)C2CCC(O2)C1(C)C(=O)O (centres undefined)	4
O=C(NCC(c1cccnc1)N1CCN(c2ccc(F)cc2)CC1)Oc1ccccc1 (centres undefined)	5
CC(NC(C)(C)C)C(=O)c1cccc(Cl)c1 (centres undefined)	-10&-4
CCCN(CCC)c1ccc([N+](=O)[O-])c2nonc12	-28
COc1ccc(CCN(C)Cc2ccncc2)cc1OC	-6
COCc1c(CN)cnc(C)c1N	-14
Cc1cccc(-n2c(CN3C(=O)c4ccccc4C3=O)nc3ccccc3c2=O)n1	-6
CCOC(=O)C1C2NC(=S)N(CC)C1(C)Oc1ccc(Cl)cc12 (centres undefined)	-11
OCCOCC#CCN1CCOCC1	9
CCOC(=O)N(CC)c1ccc(C(O)(C(=O)OC)C(F)(F)F)cc1 (centres undefined)	-3
Cc1ccc(-c2nc3ccccc3c(=O)n2-n2cccc2)cc1	-4
O=C1C2CCCC1C(N1CCCCC1)CC2 (centres undefined)	-2
Other records follow:
SMILES	14-3-3g Raf
CC(C)Oc1cccnc1N(C)C1CCN(Cc2ccccc2)CC1	2
OC12CCCCC1C(c1ccccc1)NCC2 (centres undefined)	-13
CCNC(=O)[C@H]1O[C@@H](n2cnc3c(N)ncnc32)C(O)[C@H]1O (some centres undefined)	-7
CN1CCC(O)(c2ccccc2)C(C(=O)c2ccccc2)C1 (centres undefined)	7
CCC(=O)N1CC(=O)Nc2ccc(Cl)cc2C1c1ccc(F)cc1 (centres undefined)	-1&-9
O=c1[nH]c(=O)n(Cc2ccco2)c(O)c1C=NCc1ccc2c(c1)OCO2	5
O=P1(NCc2ccco2)COc2ccccc2OC1	-11
O=C1NC(=O)C2(C(=O)N1)C(c1cccs1)NC(=O)NC2c1cccs1 (centres undefined)	-11
O=C(Nc1ccc(Br)cc1C(=O)c1ccccc1Cl)c1ccccc1F	12
O=C(Nc1nc(C23CC4CC(CC(C4)C2)C3)cs1)c1c(O)c2c(n(Cc3ccco3)c1=O)CCCC2	1
COC(=O)C1=C(C)OC(N)=C(C(=O)OC(C)C)C12C(=O)Nc1ccccc12 (centres undefined)	2
COc1ccccc1N1CCN(Cc2ccc(Br)s2)CC1	-2
Cc1ccccc1CN1C(=O)CN=C(c2ccccc2)c2ccccc21	-4
CCOC(=O)C1C2NC(=S)N(CCOC)C1(C)Oc1ccc(OC)cc12 (centres undefined)	0
O=c1c2ccccc2nc(N2CCCCC2)n1-c1ccccc1	1
CCN1CCN(C(=O)COc2ccc(S(=O)(=O)N(C)Cc3ccccc3)cc2)CC1	-2
O=c1c2c3c(sc2nc(SCCS(=O)(=O)F)n1-c1ccccc1)CCCC3	-11
CCC(C)C1N=C(c2ccccc2)c2cc(Cl)ccc2N(CC(=O)NCc2ccccc2)C1=O (centres undefined)	1
CN1CCN(c2ccc(N)c(N3CCN(C)CC3)c2)CC1	3
CCC(C)C1N=C(c2ccccc2)c2cc(Cl)ccc2N(CC(=O)NCc2ccc3c(c2)OCO3)C1=O (centres undefined)	1
COc1cc(OC)c(OC)cc1CNC(C)C(O)c1ccccc1 (centres undefined)	-6
Cc1ccc(OCC(=O)NCCN2CCN(C(=O)COc3ccc(C)cc3)CC2)cc1	0
O=[N+]([O-])c1cnc(NCCO)c([N+](=O)[O-])c1	13
c1ccc2c(CCNCc3ccc4c(c3)OCO4)c[nH]c2c1	-2
COc1cccc(C=Cc2nc3ccccc3c(=O)n2-c2ccc(C)cc2)c1	-7
Going on with the list:
SMILES	14-3-3g Raf
NC1=C(C(=O)OCc2ccccc2)C2(C(=O)Nc3ccccc32)C2=C(CCCC2=O)O1 (centres undefined)	-13
c1ccc2c(CNCCc3c[nH]c4ccccc34)cccc2c1	-13
CCN(CC)CCN=Cc1c(O)n(C2CCCCCC2)c(=O)[nH]c1=O	-2
O=C1C2CCCN2C(c2cccnc2)N1c1ccc(Cl)cc1 (centres undefined)	1
O=C1NCN(c2ccccc2)C12CCNCC2	-6
CC(=NCCN1CCCCC1)c1c(O)n(Cc2ccccc2)c(=O)[nH]c1=O	-3
Cc1cc(C)cc(-n2c(C=Cc3ccccc3)nc3ccccc3c2=O)c1	2
CCCCCCn1c(N)c(C(=O)OC)c2nc3ccccc3nc21	-2
Cc1ccc(NC(=O)CN2C(=O)CN=C(c3ccccc3)c3cc(Cl)ccc32)cc1	4
COC(=O)c1c(N)n(Cc2ccco2)c2nc3ccccc3nc12	-67
COc1ccc2[nH]c3c(c2c1)CCNC3	-22&-2
O=C(Nc1nc2ccc(Br)cc2s1)c1c(O)c2c(n(Cc3ccco3)c1=O)CCCC2	-9
O=C(c1cn(Cc2ccc(Br)cc2)c2ccccc12)C(F)(F)F	-1
COc1cc(COc2cc(C)cc3oc(=O)c4c(c23)CCCC4)cc(OC)c1OC	-2
Cc1cccc(N2CCN(CCN)CC2)c1C	-18
COc1ccccc1-n1c(C=Cc2ccc(N(C)C)cc2)nc2ccccc2c1=O	-13
COC(=O)C1=C(N)OC2=C(C(=O)CC(C)(C)C2)C12C(=O)Nc1ccccc12 (centres undefined)	-2
O=C(c1sc2ccccc2c1Cl)N1CCC2(CC1)OCCO2	-4
CCCCc1nc2ccccc2c(=O)n1-c1ccccc1O	-3
CC1CCC(C(=O)NC(C(=O)N2CCC3(CC2)OCCO3)C(C)C)CC1 (centres undefined)	-2
Cc1ccccc1NC(=O)CCC(=O)Nc1ccc(Cl)cc1C(=O)c1ccccc1	2
CCCC[n+]1cc(=N)o[n-]1	1
CCc1nnc(NC(=O)CCc2nc(C3=CCN(C)CC3)no2)s1	0
CC(=O)C1C2c3ccccc3OC1(C)N=c1s/c(=C/c3cn(C)nc3C)c(=O)n12 (centres undefined)	-5
CCOC(=O)N1CCN(C(C)C(=O)c2c[nH]c3ccccc23)CC1 (centres undefined)	7
Going on with the list:
SMILES	14-3-3g Raf
CC1(C)C(c2ccccc2)=NC(c2cccnc2)=[N+]1[O-]	1
O=c1cccc2n1CC1CC2CN(C(c2ccccc2)c2sc3ncnn3c2O)C1 (centres undefined)	0
O=C(O)C(c1c(O)c2ccccc2oc1=O)c1c(O)c2ccccc2oc1=O	-30
CCOc1ccccc1-n1c(O)c(C=Nc2c(C)n(C)n(-c3ccccc3)c2=O)c(=O)[nH]c1=O	-8
COc1cc2c(cc1OC)C(C(=O)N(C)c1ccc(Cl)cc1)C1CCCCN1C2=O (centres undefined)	0
Cc1ccccc1-n1c(C=Cc2ccccc2O)nc2ccccc2c1=O	-8
c1ccc2c(c1)[I+]c1ccccc1-2	-1
CC12CCCCC1N(O)CN2O (centres undefined)	-13
COc1cc(C(c2c(O)c3ccccc3oc2=O)c2c(C)n(C)n(-c3ccccc3)c2=O)cc(Br)c1O (centres undefined)	-7
CC(C)(C)N1NC1C1NN1C(C)(C)C (centres undefined)	-2
CCCCc1nc2ccccc2c(=O)n1-c1ccc(OC)cc1	-30
COc1cc(C=Cc2nc3ccccc3c(=O)n2-c2ccc(C)cc2)cc(Br)c1O	-17
C=CCN(C(=O)CN1C(=O)C(C)N=C(c2ccccc2)c2ccccc21)c1ccccc1 (centres undefined)	-3
Fc1ccccc1N1CCN(Cc2ccc3c(c2)OCO3)CC1	5
CC1N=C(c2ccccc2)c2ccccc2N(CC(=O)Nc2ccc(N(C)C)cc2)C1=O (centres undefined)	1
COc1ccc(C2(CN)CCCCC2)cc1OC	-14
CCOc1ccc(Cc2c(O)[nH]c(=O)[nH]c2=O)cc1	-1
Cc1c(Cl)cccc1NC(=O)CN1C(=O)C(C)N=C(c2ccccc2)c2cc(Cl)ccc21 (centres undefined)	-8
O=c1c2ccccc2[nH]c(=S)n1-c1ccccc1	-13
COc1cc(CN2CCN(c3cc(C)ccc3C)CC2)ccc1O	-3
CCOP1(=S)Oc2cc3c(cc2C(C(=O)OC)(C(F)(F)F)O1)OCO3 (centres undefined)	3
O=C1NC(=S)NC(=O)C12C(c1ccc(F)cc1)NC(=S)NC2c1ccc(F)cc1 (centres undefined)	-2
CC(C(=O)Nc1ccc(Cl)cc1C(=O)c1ccccc1)N1C(=O)c2ccccc2C1=O (centres undefined)	-5
CCC(C)N1C(=O)NC(=O)C2(Cc3c(ccc4ccccc34)N(C)C2)C1=O (centres undefined)	-1
C=C(C)[C@H]1CN[C@H](C(=O)O)[C@H]1CC(=O)O	-3
Further compounds
SMILES	14-3-3g Raf
CN1C2CCC1CC(OC(=O)CCN1CCCC1)C2 (centres undefined)	8
CCCCn1c(=O)c(C(=O)Nc2cccc(C)c2C)c(O)c2ccccc21	1
CN1C2CCC1CC(OC(c1ccccc1)c1ccc(Cl)cc1)C2 (centres undefined)	-10
CCOC(=O)C1C2NC(=S)N(c3ccc(Cl)cc3)C1(C)Oc1c(OC)cccc12 (centres undefined)	1
COc1ccc(CCNCc2ccc(Cl)cc2)cc1	-10
CCN(CC)C(=O)N[C@@H]1C[C@@H]2c3cccc4[nH]cc(c34)C[C@H]2N(C)C1	1

Compounds from the list above that have an NH in an aromatic ring:
SMILES	14-3-3g Raf
OCCNCCCCc1c[nH]c2ccccc12	2
O=c1c2ccccc2[nH]c(=S)n1-c1ccc2c(c1)CCC2	-3
CC(=NCCN1CCCCC1)c1c(O)[nH]c(=O)[nH]c1=O	-3
c1ccc2c(CNC3CCCCCC3)c[nH]c2c1	-5
O=c1[nH]c(O)c(C=NC2CCN(Cc3ccccc3)CC2)c(=O)[nH]1	8
O=c1[nH]c(=O)n(Cc2ccco2)c(O)c1C=NCc1ccc2c(c1)OCO2	5
c1ccc2c(CCNCc3ccc4c(c3)OCO4)c[nH]c2c1	-2
c1ccc2c(CNCCc3c[nH]c4ccccc34)cccc2c1	-13
CCN(CC)CCN=Cc1c(O)n(C2CCCCCC2)c(=O)[nH]c1=O	-2
CC(=NCCN1CCCCC1)c1c(O)n(Cc2ccccc2)c(=O)[nH]c1=O	-3
COc1ccc2[nH]c3c(c2c1)CCNC3	-22&-2
CCOC(=O)N1CCN(C(C)C(=O)c2c[nH]c3ccccc23)CC1 (centres undefined)	7
CCOc1ccccc1-n1c(O)c(C=Nc2c(C)n(C)n(-c3ccccc3)c2=O)c(=O)[nH]c1=O	-8
CCOc1ccc(Cc2c(O)[nH]c(=O)[nH]c2=O)cc1	-1
O=c1c2ccccc2[nH]c(=S)n1-c1ccccc1	-13
CCN(CC)C(=O)N[C@@H]1C[C@@H]2c3cccc4[nH]cc(c34)C[C@H]2N(C)C1	1

Compounds from the list above that have an aryl thioether with sulfur outside any ring (two):
SMILES	14-3-3g Raf
COc1ccc(-n2c(SC)nc3ccccc3c2=O)cc1	-4
O=c1c2c3c(sc2nc(SCCS(=O)(=O)F)n1-c1ccccc1)CCCC3	-11

Some of the compounds tested. The share of hits here may be higher or lower than overall.
